# Myeloid diff MLP – induction of myeloid progenitor differentiation, primary screen, cell-based, flow cytometry, MLPCN library; calls only at 10 µM; ER-HoxA9 myeloid progenitors, lysozyme-GFP differentiation; AID 624256, 2012; 360,000 tested, 1% active;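 active = normalized GFP-positive differentiation at or above the plate's own cutoff, the solvent-only control mean plus 3 SD; inconclusive = no clear call, values can overlap the other calls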;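 note: cells exposed to compound for four days before flow analysis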
# HIV peptide binding – inhibitors of HIV fusion peptide binding, primary screen, biochemical, uHTS, fluorescence dequenching (AID 1986); cell-free peptide binding, fluorescence dequenching, 30 min; higher % means a stronger effect; one-dose inhibition, % at 20 µM; IC50 in µM for titrated hits; 290,000 tested, 0.3% active; in the data active = inhibition mostly above about 52%, no sharp cut-off; inactive = mostly below about 76%; note: some results filed as inactive read as strong as hits
# AID2073 – inhibitors of Mint1-CaV2.2 protein interaction, biochemical, HTRF (AID 2073); 290,000 tested, 0.19% active; Voltage-dependent N-type calcium channel subunit alpha-1B (Homo sapiens); HTRF protein-protein interaction, Mint1-CaV2.2; higher % means a stronger effect; inhibition, % at 20 µM, or IC50 in µM where a hit was titrated; in the data active = inhibition mostly above about 51%, no sharp cut-off; inconclusive = no clear call, values can overlap the other calls; inactive = mostly below about 53%; note: some results filed as inactive read as strong as hits
# Siah-1 displacement – Siah-1 peptide-binding antagonists, primary screen, biochemical, fluorescence polarization, rhodamine-plectin, uHTS (AID 1817). 290,000 tested, 0.02% active. displacement, % at 20 µM, or IC50 in µM where a hit was titrated. Siah-1 / rhodamine-plectin peptide fluorescence polarization; higher % means a stronger effect. E3 ubiquitin-protein ligase SIAH1 (Homo sapiens);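 active = displacement of at least 50% at 20 µM, with a fluorescence ratio check between 0.3 and a set limit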;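 note: plate controls were Siah plus tracer with DMSO for no effect and tracer alone without Siah for full effect; strong numbers were not always called active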
# NOD2 inhibition – NOD2 signaling inhibitors, cell-based, luminescence, uHTS, HEK293 (AID 1566) | HEK293 NOD2/NF-kB luciferase reporter, luminescence; higher % means a stronger effect | inhibition, % at 4 µM; hits with a dose series show EC50 in µM | 290,000 tested, 0.63% active; note: many of its hits are not listed in these tables
# NS5 inhibitors – Dengue-2 NS5 methyltransferase inhibitors, primary screen, biochemical, confirmation dose response (AID 588689) | Dengue-2 NS5 methyltransferase capping enzyme assay, biochemical; higher % means a stronger effect | inhibition, % at 25 µM; hits with a dose series show IC50 in µM | 340,000 tested, 0.3% active; in the data active = a potency from the dose series; inconclusive = inhibition above about 29% without an active follow-up result
# LYP inhibition – inhibitors of LYP phosphatase, biochemical, fluorescence intensity, uHTS (AID 1779) | 290,000 tested, 0.054% active | Tyrosine-protein phosphatase non-receptor type 22 (Homo sapiens) | inhibition, % at 11.5 µM, or IC50 in µM where a hit was titrated | recombinant LYP phosphatase, fluorescence intensity; higher % means a stronger effect;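 note: plate controls were vehicle with enzyme for no effect and no enzyme for full effect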
# XIAP displacement – XIAP antagonists, biochemical, IAP family, fluorescence polarization (AID 1018) | XIAP BIR domain, fluorescence polarization peptide displacement; higher % means a stronger effect | one-dose displacement, % at 20 µM; IC50 in µM for titrated hits | E3 ubiquitin-protein ligase XIAP (Homo sapiens) | 200,000 tested, 0.007% active; in the data active = displacement above about 50%; note: a part of the inactive calls stands beside numbers as strong as those of hits
# Hep lipid drop – inhibitors of hepatocyte lipid droplet formation, primary screen, imaging, high-throughput imaging, BODIPY stain | AML12 mouse hepatocytes, oleate lipid droplets | inhibition, % at 6.5 µM | 240,000 tested, 0.4% active | AID 1656, 2009;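 active = lipid droplet intensity inhibited by at least 50%, with more than 500 cells counted; inconclusive = wells with under 300 cells, treated as cytotoxic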
#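 Technique: fluorescence imaging, 20x objective, two fields per well / Assay system: AML12 hepatocytes (mouse) / Measure: % inhibition of lipid droplet signal / Doses: 6.5 µM single-point dosing / Incubation: overnight exposure / Reagent: 100 µM oleic acid challenge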
# Hep lipid drop cells 6.5 µM – also measured in Hep lipid drop; calls as there; cell count; measured here: cell count, cytotoxicity flag;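 cells counted across two imaged fields per well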
# NS5 inhibitors pilot replicate – second read-out of NS5 inhibitors, no call of its own (marks repeat the call); inhibition, %; measured here: pilot screen replicate inhibition
# Myeloid diff MLP GFP+ MAC1+ % – second read-out of Myeloid diff MLP, no call of its own (marks repeat the call); GFP+ MAC1+ double positive, %; measured here: differentiation confirmed by MAC1 staining
# Numbers without * were called inactive; i = inactive; ? = inconclusive; · = no result given. Cut-off read from the data, not from the text of the source, unless noted: active = inhibition above about 50%; inactive = the rest.
SMILES,Myeloid diff MLP,Myeloid diff MLP GFP+ MAC1+ %,HIV peptide binding,AID2073,Siah-1 displacement,NOD2 inhibition,NS5 inhibitors,LYP inhibition,XIAP displacement,Hep lipid drop,Hep lipid drop cells 6.5 µM,others
Cc1cc(C(=O)COC(=O)CNC(=O)c2ccccc2)c(C)n1CC1CCCO1 (centres undefined),i,0.4,-2.1%,-3%,0%,13%,-1%,0%,3.5%,-2,672,
CNC(=S)NNC(=O)COc1ccccc1C,i,0.4,-4.7%,-46%,5%,11%,-9%,-7%,-4.9%,·,·,
CCSc1nnc(NC(=O)CCn2c(=O)oc3ccccc32)s1,i,3.1,-1.2%,8%,-1%,-7%,-3%,-7%,·,2,684,
COc1ccccc1N1CCN(/N=C/c2cc([N+](=O)[O-])ccc2Cl)CC1,i,0.5,0.8%,-6%,-2%,2%,-13%,6%,-2.4%,13,653,
O=C(c1ccc2c(c1)OCO2)N1CCN(S(=O)(=O)c2ccc(Cl)cc2)CC1,i,1.1,-1.1%,4%,-6%,15%,8%,-6%,·,-12,685,
CC(=O)N1CCC(C(=O)Nc2ccc(S(=O)(=O)NCCc3ccccc3)cc2)CC1,i,0.8,0.5%,3%,-2%,6%,-1%,-4%,·,-2,838,
CCn1c(SCc2nc3ccccc3[nH]2)nnc1-c1cnccn1,i,7.4,-1.0%,-3%,1%,-7%,-6%,2%,12%,-6,688,
Cc1cccc(CSCCNC(=O)CSCc2ccc([N+](=O)[O-])cc2)c1,i,1.4,-1.0%,-5%,-3%,-142%,-6%,-8%,-3.0%,·,·,
CC1Cc2cc(/C(O)=C3/C(=O)C(=O)N(CCN4CCOCC4)C3c3cccc(O)c3)ccc2O1 (centres undefined),i,0.7,0.3%,4%,1%,14%,-8%,-2%,-5.2%,-11,653,
O=c1[nH]ncc(NCCCO)c1Cl,i,1.8,-0.8%,5%,2%,-3%,2%,-3%,-1.5%,8,739,
Cc1ccc(C(=O)NCc2ccco2)cc1S(=O)(=O)N1CCOCC1,i,0.7,-0.5%,-3%,-4%,19%,-12%,-5%,-4.9%,·,·,
COc1ccc(Cl)cc1NC(=O)Nc1cccc([N+](=O)[O-])c1C,i,1.1,1.5%,14%,4%,17%,8%,-4%,-7.7%,·,·,
CCN(CC)CCCNC(=O)C1CCC(CNS(=O)(=O)c2ccc(Cl)cc2)CC1 (centres undefined),i,0.8,1.4%,11%,1%,-11%,-4%,-5%,·,-35,797,
CO/N=C/c1ccc(N2CCN(C(=O)c3ccc(Cl)cc3Cl)CC2)c([N+](=O)[O-])c1,i,0.7,-1.3%,-16%,8%,29%,1%,0%,-4.7%,·,·,NS5 inhibitors pilot replicate=-0.4
CCOC(=O)c1cc(C)sc1NC(=O)C(c1ccccc1)c1ccccc1,i,0.4,-1.0%,3%,-6%,7%,0%,-1%,-8.5%,-27,693,
COc1ccccc1-n1cnnc1SC(C)C(=O)Nc1cccc([N+](=O)[O-])c1 (centres undefined),i,0.2,-1.1%,5%,-5%,14%,-7%,-2%,-6.7%,-14,669,
CCN(CC)Cc1c(C(=O)N/N=C/c2ccco2)nnn1-c1nonc1N,i,1.0,-0.1%,8%,7%,12%,-5%,-2%,·,-7,714,
Cc1ccc(S(=O)(=O)CCCS(=O)(=O)c2ccc(C)cc2)cc1,i,0.7,-2.6%,-3%,3%,10%,-4%,-7%,-8.0%,·,·,NS5 inhibitors pilot replicate=-4.3
COCC(C)NC(=O)c1oc2c(c1C)C1(CCC2)SCCS1 (centres undefined),i,0.4,2.4%,-4%,5%,10%,-8%,0%,-6.0%,-9,734,
CCOC(=O)C(C(C)=O)C(c1ccc(OCCC(C)C)cc1)C(C(C)=O)C(=O)OCC (centres undefined),i,4.3,-0.9%,7%,-2%,4%,-3%,-4%,-9.6%,-4,767,
COc1cccc(N2CCN(C(=O)CCNS(=O)(=O)c3ccc4c(c3)c(=O)n(C)c(=O)n4C)CC2)c1,i,0.5,-0.7%,4%,2%,10%,-20%,-6%,-4.6%,3,691,
CCCC/C(C)=N/NC(=O)Nc1ccccc1,i,0.9,3.3%,10%,-1%,8%,-10%,-9%,-4.1%,·,·,
CN(C)c1ccc(C(=S)N2CCN(C(=S)Nc3ccc(Cl)cc3)CC2)cc1,i,1.2,1.0%,2%,-4%,-13%,·,3%,0.1%,4,743,
COc1ccc(-c2nn(C)c3sc(C(=O)N4CCOCC4)cc23)cc1OC,i,0.2,1.2%,14%,0%,14%,-4%,2%,-2.4%,-5,749,
CCNCc1ccc(OCc2ccccc2F)c(OC)c1,i,0.6,-1.1%,-8%,1%,-8%,-12%,-4%,-1.5%,-3,664,

# Looked up by compound from above:
SMILES,Myeloid diff MLP,Myeloid diff MLP GFP+ MAC1+ %,HIV peptide binding,AID2073,Siah-1 displacement,NOD2 inhibition,NS5 inhibitors,LYP inhibition,XIAP displacement,Hep lipid drop,Hep lipid drop cells 6.5 µM,others
CC1Cc2cc(/C(O)=C3/C(=O)C(=O)N(CCN4CCOCC4)C3c3cccc(O)c3)ccc2O1 (centres undefined),i,0.7,0.3%,4%,1%,14%,-8%,-2%,-5.2%,-11,653,
Cc1ccc(C(=O)NCc2ccco2)cc1S(=O)(=O)N1CCOCC1,i,0.7,-0.5%,-3%,-4%,19%,-12%,-5%,-4.9%,·,·,
CCCC/C(C)=N/NC(=O)Nc1ccccc1,i,0.9,3.3%,10%,-1%,8%,-10%,-9%,-4.1%,·,·,
CNC(=S)NNC(=O)COc1ccccc1C,i,0.4,-4.7%,-46%,5%,11%,-9%,-7%,-4.9%,·,·,

# Next section.
SMILES,Myeloid diff MLP,Myeloid diff MLP GFP+ MAC1+ %,HIV peptide binding,AID2073,Siah-1 displacement,NOD2 inhibition,NS5 inhibitors,LYP inhibition,XIAP displacement,Hep lipid drop,Hep lipid drop cells 6.5 µM,others
Cc1ccc(NC(=O)CN2C(=O)C3C4C=CC(C4)C3C2=O)cc1 (centres undefined),i,0.5,-1.5%,6%,10%,13%,-4%,-9%,-6.4%,3,706,
CC(=O)Nc1ccc(S(=O)(=O)Nc2nc(C)nc3sc4c(c23)CCC4)cc1,i,0.2,2.9%,-1%,18%,-1%,5%,-5%,·,-2,668,
CCc1c(C(C)S(=O)(=O)c2ccccc2)[nH]c(=O)n1CC (centres undefined),i,0.1,1.3%,-8%,4%,2%,-15%,-1%,-4.7%,0,676,
COc1ccc(OC)c(C2C(C(=O)N(C)C)=C(C)Nc3nc4ccccc4n32)c1 (centres undefined),i,1.3,0.5%,-3%,-1%,0%,-14%,4%,-2.0%,-1,765,
CCCCOc1ccc(S(=O)(=O)n2c(C)nc3ccccc32)cc1,i,2.0,2.8%,-7%,1%,11%,1%,4%,-3.1%,-14,663,
CCCOc1ccccc1C(=O)NCCCC(=O)O,i,0.8,-0.6%,-4%,-2%,4%,-1%,-12%,-7.3%,·,·,
O=C(Oc1ccc(Br)cc1C(=S)N1CCCC1)c1ccccc1Cl,i,2.0,-1.6%,-23%,-2%,2%,-5%,-5%,-6.9%,·,·,
COCCSc1ccccc1C(=O)Nc1nnc(COC)s1,i,1.0,-0.9%,-42%,2%,-5%,-9%,-1%,-3.3%,10,815,NS5 inhibitors pilot replicate=-0.9
CCOC(=O)c1cc2c(=O)n3ccccc3nc2n(C(C)C)c1=NC(=O)c1ccco1,i,0.6,1.6%,18%,16%,15%,-2%,-28%,5.3%,-1,686,
CCC(C(=O)NC1CCCCC1)N(Cc1cccs1)C(=O)CCC(=O)Nc1cc(C)on1 (centres undefined),i,0.4,1.8%,0%,-2%,13%,-7%,-15%,·,-13,712,
COc1ccc(C(=O)c2ccsc2N)cc1,i,0.4,3.9%,-10%,-4%,-46%,?,-8%,·,4,712,
COc1ccc(C2CC(c3ccc(Cl)cc3)Nc3nc(NC(=O)c4ccco4)nn32)cc1 (centres undefined),i,1.0,0.2%,7%,-2%,5%,-3%,-2%,-5.6%,-7,711,
COc1ccccc1C(NC(=O)C1CCCCC1)c1c(O)ccc2ccccc12 (centres undefined),i,0.4,7.3%,12%,9%,-14%,-9%,-2%,-10%,1,675,
CCCCOC(=O)c1ccc(N=Nc2c(C)c(C#N)c(O)[nH]c2=O)cc1,i,0.3,78%*,32%,4%,13%,?,-6%,·,-53,728,
Nc1nonc1-c1noc(N2CCOCC2)n1,i,1.1,-2.0%,-1%,4%,5%,-4%,-7%,-6.7%,-2,740,
CSc1ccc(/C=C(/NC(=O)c2ccc(C)cc2)C(=O)Nc2cccc(C)c2)cc1,i,1.3,-0.3%,15%,17%,5%,-4%,-7%,-5.9%,10,676,
Cc1ccc(SC[C@H](CC(C)C)N2CCN(CCc3ccccc3)CCC2=O)cc1,i,1.6,-0.8%,5%,-7%,-98%,-15%,-3%,·,25,638,
COc1cccc(/C=N/NC(=O)C(=O)NCc2cccnc2)c1OC,i,0.7,-0.9%,2%,8%,13%,2%,-4%,2.5%,11,696,
Brc1ccc2[nH]ncc2c1,i,9.7,-0.4%,2%,-4%,14%,-3%,-9%,-7.5%,2,781,
COc1ccc(/C=N\Nc2ccccn2)c(OC)c1,i,0.6,0.9%,-12%,10%,-64%,-3%,-6%,·,·,·,
COc1cc2c(C(=O)NCCCOC(C)C)cn(CC(C)C)c(=O)c2cc1OC,i,0.2,-1.6%,-4%,2%,-6%,-1%,3%,-1.2%,·,·,
O=C(COC(=O)c1ccccc1NCCO)Nc1cc(C(F)(F)F)ccc1N1CCOCC1,i,0.7,0.4%,18%,3%,8%,4%,-7%,·,-2,814,
CN(C)CCN(C(=O)c1ccco1)c1nc2cc3c(cc2s1)OCCO3,?,·,1.7%,1%,13%,-8%,2%,-4%,·,-3,826,
CC(C)N(C)Cc1cn(C)nc1-c1ccc(Oc2ccccc2)cc1,i,0.3,-0.3%,7%,-1%,-2%,1%,-6%,·,-10,752,
CCOC(=O)c1nnn2c1nc(SCC(C)=O)c1ccccc12,i,0.7,-0.6%,2%,4%,4%,·,-3%,·,1,737,
CCC(Sc1ccc2nnc(-c3ccc(F)cc3)n2n1)C(=O)OC (centres undefined),i,7.1,3.5%,19%,1%,7%,-6%,-5%,-2.0%,23,717,
COc1cccc(NC(=O)Nc2ccccc2C(N)=O)c1,i,0.0,0.7%,17%,4%,-1%,·,1%,-8.2%,-6,710,
CC1C(c2ccccc2)=[N+]([O-])C2(CCCC2)N1O (centres undefined),i,0.7,-2.0%,5%,-8%,-13%,6%,-6%,-2.4%,·,·,
CCCn1c(SCC(=O)NC2CCCCC2)nnc1-c1cccnc1,i,2.4,0.5%,3%,1%,14%,-3%,-7%,·,-8,783,

# Screening data as filed in PubChem BioAssay.

# The list is partial; count on the stated rates, not on these rows.
